Screening data: PubChem BioAssay, Broad Institute
CAL PDZ FP-1: CAL PDZ peptide-binding inhibitors, primary screen, biochemical, fluorescence polarization, Cer-tagged CAL PDZ, HTS; Golgi-associated PDZ and coiled-coil motif-containing protein (Homo sapiens), Q9HD26; purified CAL PDZ, TMR-peptide fluorescence polarization, 1 h; inhibition, % at 20 µM; 330,000 tested, 0.02% active; AID 504414, 2011;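 active = highest replicate inhibition of at least 40%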;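 note: plate controls were DMSO neutral control wells for no effect and unlabeled competitor peptide control wells for full effect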
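System: purified tagged CAL PDZ domain construct (CerCALP). Schedule: 1 h incubation at room temperature before polarization reading. Medium: 25 mM sodium phosphate pH 7.4, 150 mM NaCl, TCEP, IgG, Thesit. Read-out: percent inhibition from loss of millipolarization. Measured by: FP readout, S and P plane fluorescence. Probe or stimulus: fluorescent TMR peptide probe.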
PvdQ inh: P. aeruginosa PvdQ acylase inhibitors, primary screen, biochemical, fluorescence, plate reader and imaging, single point | PvdQ acylase [Pseudomonas aeruginosa LESB58] | purified PvdQ acylase | inhibition, % at 10 µM | 340,000 tested, 0.063% active | AID 488965, 2010; in the data active = inhibition above about 30%, passing the limit was not always enough;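 note: 0% = vehicle neutral wells and 100% = reference inhibitor wells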
NSD2 inh: NSD2 histone methyltransferase inhibitors, primary screen, biochemical, AlphaScreen, single concentration, set 2; AID 743445, 2014; Histone-lysine N-methyltransferase NSD2 (Homo sapiens), O96028; NSD2 peptide methylation, 120 min; inhibition, % at 12.5 µM; 310,000 tested, 0.54% active; in the data active = inhibition above about 50%
SR-BI HDL uptake: inhibitors of SR-BI mediated HDL lipid uptake, primary screen, ldlA[mSR-BI] cells, fluorescence, single point. Scavenger receptor class B member 1 (Mus musculus), Q61009. ldlA[mSR-BI] CHO cells, DiI-HDL uptake fluorescence, 3 h. inhibition, % at 12.5 µM. 320,000 tested, 0.96% active. AID 488896, 2010;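 active = mean replicate inhibition of at least 70% and a set share of replicates each scoring 70 or more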;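 note: 0% = median of neutral control wells and 100% = median of positive control wells; values of inactives mirror those of a sister screen read the other way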
CAL PDZ FP-2: untagged CAL PDZ binding inhibitors, primary screen, biochemical, fluorescence polarization, HTS; Golgi-associated PDZ and coiled-coil motif-containing protein (Homo sapiens), Q9HD26; purified CAL PDZ, TMR-peptide fluorescence polarization, 1 h; inhibition, % at 24.9 µM; 300,000 tested, 0.92% active; AID 602252, 2012;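 active = mean inhibition of at least 30% with at least half of replicates also reaching 30%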;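 note: 0% = DMSO neutral control and 100% = excess unlabeled competitor peptide PRC23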
MITF TRPM1 HTS: activators of MITF-driven TRPM1 promoter reporter, primary screen, cell-based, SK-MEL-5, luciferase, single point; SK-MEL-5 TRPM1-promoter luciferase, 24 h; % of positive control, neutral wells = 0; activation, % at 12.5 µM; 300,000 tested, 0.75% active; AID 588334, 2011;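 active = mean activation of at least 80% with every replicate also reaching 80%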;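 note: 0% = neutral control wells and 100% = parthenolide positive control wells; values of inactives mirror those of a sister screen read the other way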
SR-BI uptake up: activators of SR-BI mediated DiI-HDL uptake, primary screen, ldlA[mSR-BI] CHO cells, DiI fluorescence. 3 h; 100 = double the neutral-control signal. 320,000 tested, 0.096% active. AID 504775, 2011. activation, % at 12.5 µM;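 active = mean replicate activation of at least 60% and every replicate at or above 60%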;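 note: 0% = median plate neutral-control signal and 100% = twice that signal; values of inactives mirror those of a sister screen read the other way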
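Material: SR-BI-overexpressing, LDLR-lacking CHO cells | Dosing: Single compound concentration, delivered by pin transfer | Probe or stimulus: Labelled HDL, 10 µg/mL | Signal: Bottom-read cell fluorescence after medium removal, ex 550/em 595 nm | Schedule: 3 h, 37 °C | Evaluation: HDL uptake via cellular fluorescence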
dFosB act: activators of delta FosB homodimer, primary screen, biochemical, fluorescence polarization, TAMRA-CDK5 oligo, single point. AID 493131, 2011. Protein FosB (Mus musculus), P13346. 340,000 tested, 0.99% active. activation, % at 25 µM. purified delta FosB; percent of positive-control signal above neutral wells;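 active = mean activation above about 17%, with every replicate also reaching it, limit read from the data, passing the limit was not always enough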;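 note: fluorescence polarization rise as delta FosB binds a TAMRA Cdk5 AP-1 oligo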
PfHsp90 yeast 2: growth inhibition of PfHsp90-expressing yeast, primary screen, antimalarial PfHsp90 inhibitor project, S. cerevisiae, BacTiter-Glo luminescence, single point, set 2 | 310,000 tested, 0.32% active | inhibition, % at 9.4 µM | BacTiter-Glo ATP, 48 h; yeast lacking PDR1 and PDR3 efflux regulators;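 active = every replicate shows inhibition above about 80%, whatever the replicate mean, limit read from the data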;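 note: 0% = DMSO neutral controls and 100% = 20 µM radicicol positive controls; yeast relying on Plasmodium falciparum Hsp90 in place of its own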
Rtt109 Vps75: inhibitors of C. albicans Rtt109/Vps75 HAT, primary screen, biochemical, ThioGlo CoA-SH fluorescence, plate reader | purified Rtt109/Vps75, 4 h | inhibition, % at 34.9 µM | 330,000 tested, 0.16% active | AID 540336, 2011;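 active = inhibition of at least 50% in every replicate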
* hit, by the source's call.

`Cc1ccccc1C(=O)N1CCC(C(=O)N2CCN(Cc3ccc4c(c3)OCO4)CC2)CC1` gave CAL PDZ FP-1 -0.9, PvdQ inh 2, NSD2 inh 0, SR-BI HDL uptake 26, CAL PDZ FP-2 -3, MITF TRPM1 HTS -1, SR-BI uptake up -26, dFosB act -2, PfHsp90 yeast 2 -20 and Rtt109 Vps75 -4.
CC1CC(C)CN(CC(=O)c2c[nH]c3ccccc23)C1 (configuration not stated) was read as CAL PDZ FP-1 -0.6, PvdQ inh -15, NSD2 inh -1, SR-BI HDL uptake -6, CAL PDZ FP-2 -2, MITF TRPM1 HTS -6, SR-BI uptake up 6, dFosB act -14 and PfHsp90 yeast 2 -14.
Screening O=S(=O)(Nc1ccc2c3c(cccc13)CC2)c1ccc(F)cc1 returned CAL PDZ FP-1 -0.5, PvdQ inh -17, NSD2 inh 0, SR-BI HDL uptake 7, CAL PDZ FP-2 -2, MITF TRPM1 HTS -2, SR-BI uptake up -7, dFosB act -3, PfHsp90 yeast 2 -35 and Rtt109 Vps75 3.
For Cc1ccc(NC(=O)CCc2c(C)nn(-c3ccc(N4CCCCC4)nn3)c2C)cc1C the results were CAL PDZ FP-1 -1.8, PvdQ inh -7, NSD2 inh 3, SR-BI HDL uptake 62, MITF TRPM1 HTS 51, SR-BI uptake up -62, dFosB act -4, PfHsp90 yeast 2 5 and Rtt109 Vps75 1.
`Cn1cccc1CC(=O)N/N=C/c1ccc(Cl)cc1` gave CAL PDZ FP-1 -1.2, PvdQ inh -9, NSD2 inh 4, SR-BI HDL uptake 2, CAL PDZ FP-2 -5, MITF TRPM1 HTS 26, SR-BI uptake up -2, dFosB act -13, PfHsp90 yeast 2 21 and Rtt109 Vps75 -6.
For CCCCOCCCNC(=O)CN1C(=O)c2ccccc2C1=O the results were CAL PDZ FP-1 -2.8, PvdQ inh -14, NSD2 inh -2, SR-BI HDL uptake 6, CAL PDZ FP-2 -4, MITF TRPM1 HTS -12, SR-BI uptake up -6, dFosB act -2, PfHsp90 yeast 2 11 and Rtt109 Vps75 -4.
For O=C(CSc1ccc2ccccc2n1)NCCCN1CCCC1=O the results were CAL PDZ FP-1 -0.4, PvdQ inh -13, NSD2 inh -2, SR-BI HDL uptake -20, CAL PDZ FP-2 8, MITF TRPM1 HTS -10, SR-BI uptake up 20, dFosB act 5, PfHsp90 yeast 2 6 and Rtt109 Vps75 -13.
`O=C(CSc1nnc(-c2ccccc2F)n1C1CC1)NCc1ccco1` gave CAL PDZ FP-1 -1.4, PvdQ inh -3, NSD2 inh 0, SR-BI HDL uptake -7, CAL PDZ FP-2 -5, MITF TRPM1 HTS -3, SR-BI uptake up 7, dFosB act -1, PfHsp90 yeast 2 4 and Rtt109 Vps75 -1.
For COc1ccc(N2C(=NC(=O)C3CCCCC3)SC3CS(=O)(=O)CC32)cc1OC (configuration not stated) the results were CAL PDZ FP-1 -1.0, PvdQ inh -11, NSD2 inh -1, SR-BI HDL uptake -27, CAL PDZ FP-2 0, MITF TRPM1 HTS 6, SR-BI uptake up 27, dFosB act 5, PfHsp90 yeast 2 -1 and Rtt109 Vps75 9.
Screening O=C(NCc1cccnc1)c1cn(-c2ccccc2)nc1-c1ccccc1 returned CAL PDZ FP-1 -1.9, PvdQ inh 7, NSD2 inh 0, SR-BI HDL uptake 9, MITF TRPM1 HTS -2, SR-BI uptake up -9, dFosB act -11, PfHsp90 yeast 2 4 and Rtt109 Vps75 -5.
For Cc1ccc(-c2nc3ccccc3c(=O)n2N)cc1 the results were CAL PDZ FP-1 -2.2, PvdQ inh -18, NSD2 inh -1, SR-BI HDL uptake 4, CAL PDZ FP-2 -33, SR-BI uptake up -4, dFosB act -3, PfHsp90 yeast 2 11 and Rtt109 Vps75 3.
For CC(C)(C)CN1C(N)=NC[C@@H]1Cc1ccc(O)cc1 the results were CAL PDZ FP-1 0.2, PvdQ inh -13, SR-BI HDL uptake 1, CAL PDZ FP-2 -6, MITF TRPM1 HTS 7, SR-BI uptake up -6, dFosB act -2, PfHsp90 yeast 2 10 and Rtt109 Vps75 -2.
Screening Cc1cc(C)cc(OCCn2nnc3ccccc32)c1 returned CAL PDZ FP-1 -1.7, PvdQ inh -10, NSD2 inh -5, SR-BI HDL uptake 16, MITF TRPM1 HTS 88*, SR-BI uptake up -16, dFosB act -8, PfHsp90 yeast 2 -44 and Rtt109 Vps75 -2.
`O=C(COc1ccccc1)N(Cc1ccco1)c1ccc(O)cc1` gave CAL PDZ FP-1 -1.0, PvdQ inh -5, SR-BI HDL uptake -33, SR-BI uptake up 33, dFosB act 2, PfHsp90 yeast 2 -12 and Rtt109 Vps75 4.
Screening CCC1CCCCN1C(=O)CSc1nnc(-c2cccc(Cl)c2)o1 (configuration not stated) returned CAL PDZ FP-1 -0.9, PvdQ inh -1, SR-BI HDL uptake 12, SR-BI uptake up -12, dFosB act -12 and Rtt109 Vps75 17.
CCOC(=O)c1ccc(NC(=O)Cc2coc3cc4c(cc23)CCC4)cc1 was read as CAL PDZ FP-1 0.5, PvdQ inh 8, NSD2 inh -1, SR-BI HDL uptake -12, CAL PDZ FP-2 10, MITF TRPM1 HTS -6, SR-BI uptake up 12, dFosB act -17, PfHsp90 yeast 2 -1 and Rtt109 Vps75 23.
For O=C(NCCCN1CCOCC1)c1cc(-c2ccc(F)cc2)on1 the results were CAL PDZ FP-1 0.7, PvdQ inh -10, NSD2 inh 23, SR-BI HDL uptake -28, CAL PDZ FP-2 1, MITF TRPM1 HTS -28, SR-BI uptake up 28, dFosB act -12, PfHsp90 yeast 2 31 and Rtt109 Vps75 -4.
For CCOC(=O)C1(S(=O)(=O)c2ccc(Cl)cc2)CCN(Cc2ccc(C)cc2)CC1 the results were CAL PDZ FP-1 -1.1, PvdQ inh -6, NSD2 inh 0, SR-BI HDL uptake 5, MITF TRPM1 HTS 1, SR-BI uptake up -5, dFosB act -4, PfHsp90 yeast 2 -6 and Rtt109 Vps75 -9.
Screening Cc1cc(NC(=O)c2ccc([N+](=O)[O-])o2)ccc1NC(=O)c1ccco1 returned CAL PDZ FP-1 -0.8, PvdQ inh -3, NSD2 inh 13, SR-BI HDL uptake 45, CAL PDZ FP-2 6, MITF TRPM1 HTS -74, SR-BI uptake up -45, dFosB act -3, PfHsp90 yeast 2 -2 and Rtt109 Vps75 9.
`CC1(C)Cc2ccccc2C(/C(=N\Nc2cccc(Cl)c2)C(N)=O)=N1` gave CAL PDZ FP-1 -0.1, PvdQ inh -8, NSD2 inh 4, SR-BI HDL uptake 35, CAL PDZ FP-2 0, MITF TRPM1 HTS 3, SR-BI uptake up -35, dFosB act -18, PfHsp90 yeast 2 -122 and Rtt109 Vps75 4.
For COc1ccc(S(=O)(=O)N2CCC(C(=O)NCCc3ccc4c(c3)OCO4)CC2)cc1 the results were CAL PDZ FP-1 -0.6, PvdQ inh -9, SR-BI HDL uptake 24, CAL PDZ FP-2 -2, SR-BI uptake up -24, dFosB act -11 and Rtt109 Vps75 9.
For Cc1ccc(S(=O)(=O)N[C@H](C(=O)OCC(=O)NC(=O)C2CCCCC2)C(C)C)cc1 the results were CAL PDZ FP-1 -0.6, PvdQ inh -16, NSD2 inh -1, SR-BI HDL uptake -3, CAL PDZ FP-2 154*, MITF TRPM1 HTS -2, SR-BI uptake up 3, dFosB act -7, PfHsp90 yeast 2 -6 and Rtt109 Vps75 -3.
Screening COc1ccc(C2=NN(S(C)(=O)=O)C(c3cccs3)C2)cc1OC (configuration not stated) returned CAL PDZ FP-1 -1.2, PvdQ inh -8, NSD2 inh -2, SR-BI HDL uptake -10, CAL PDZ FP-2 20, MITF TRPM1 HTS 13, SR-BI uptake up 10, dFosB act -2, PfHsp90 yeast 2 2 and Rtt109 Vps75 -4.
`Cc1ccccc1C(=O)NCCCNC(=O)c1cnccn1` gave CAL PDZ FP-1 -1.3, PvdQ inh 15, NSD2 inh 0, CAL PDZ FP-2 -2, dFosB act 3, PfHsp90 yeast 2 -6 and Rtt109 Vps75 6.

Part of the list above in order of SMILES length, low to high.
Screening Cc1cc(C)cc(OCCn2nnc3ccccc32)c1 returned CAL PDZ FP-1 -1.7, PvdQ inh -10, NSD2 inh -5, SR-BI HDL uptake 16, MITF TRPM1 HTS 88*, SR-BI uptake up -16, dFosB act -8, PfHsp90 yeast 2 -44 and Rtt109 Vps75 -2.
`O=C(COc1ccccc1)N(Cc1ccco1)c1ccc(O)cc1` gave CAL PDZ FP-1 -1.0, PvdQ inh -5, SR-BI HDL uptake -33, SR-BI uptake up 33, dFosB act 2, PfHsp90 yeast 2 -12 and Rtt109 Vps75 4.
Screening Cc1cc(NC(=O)c2ccc([N+](=O)[O-])o2)ccc1NC(=O)c1ccco1 returned CAL PDZ FP-1 -0.8, PvdQ inh -3, NSD2 inh 13, SR-BI HDL uptake 45, CAL PDZ FP-2 6, MITF TRPM1 HTS -74, SR-BI uptake up -45, dFosB act -3, PfHsp90 yeast 2 -2 and Rtt109 Vps75 9.

More results follow.
COc1ccc(C(=O)Cn2c(NCCCO)nc3ccccc32)cc1OC was read as PvdQ inh -15, NSD2 inh 0, SR-BI HDL uptake 7, CAL PDZ FP-2 -4, MITF TRPM1 HTS -6, SR-BI uptake up -7, dFosB act 3, PfHsp90 yeast 2 3 and Rtt109 Vps75 5.
For CC1CCCCC1NC(=O)CCn1ccc2cc(S(=O)(=O)N3CCCC3)ccc21 (configuration not stated) the results were CAL PDZ FP-1 -2.0, PvdQ inh -18, SR-BI HDL uptake -3, CAL PDZ FP-2 -4, MITF TRPM1 HTS 15, SR-BI uptake up 3, dFosB act -2, PfHsp90 yeast 2 -24 and Rtt109 Vps75 10.
Screening O=C(Nc1nnc(C2CCCC2)s1)C1CCC1 returned PvdQ inh -1, NSD2 inh -5, SR-BI HDL uptake -28, CAL PDZ FP-2 -6, MITF TRPM1 HTS 42, SR-BI uptake up 28, dFosB act -10, PfHsp90 yeast 2 3 and Rtt109 Vps75 2.
O=C(O)CC(NC(=O)/C(=C/c1ccccc1)NC(=O)c1ccccc1)c1ccccc1 (configuration not stated) was read as CAL PDZ FP-1 -1.5, PvdQ inh -1, NSD2 inh -7, SR-BI HDL uptake -9, CAL PDZ FP-2 0, MITF TRPM1 HTS -15, SR-BI uptake up 9, dFosB act -4, PfHsp90 yeast 2 10 and Rtt109 Vps75 -10.
